Screening results deposited in PubChem by Sanford-Burnham Center for Chemical Genomics.
MT1-MMP act inh = inhibitors of human MT1-MMP activation; P50281; HT1080 RFP-PRO-GFP cells, GFP/RFP ratio fluorescence, overnight; percent of plate control window, DMSO zero; GFP/RFP ratio change, % at 20 µM; hit rate 0.061% among 360,000; AID 651647;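 active = GFP/RFP ratio change of at least 30% with cell ATP level not reduced by more than half and red fluorescence within 50% of control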; note: strong numbers were not always called active
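Read-out: GFP/RFP fluorescence ratio; Test system: RFP-PRO-GFP reporter HT1080 cells; Compound dosing: single-point 20 µM compound, 1% DMSO; Times: overnight compound exposure at 37 °C.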
LMPTP inh = blocks human LMPTP phosphatase; P24666; recombinant LMPTP-A, OMFP fluorogenic substrate, fluorescence intensity; inhibition, % at 20 µM; hit rate 0.22% among 360,000; AID 651560;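 active = compounds that cut the enzyme signal by at least half of the control window in the single-dose screen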;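 note: plate controls were DMSO wells with enzyme plus substrate for no effect and substrate without enzyme for full effect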
Target sequence (P24666 whole entry, looked up): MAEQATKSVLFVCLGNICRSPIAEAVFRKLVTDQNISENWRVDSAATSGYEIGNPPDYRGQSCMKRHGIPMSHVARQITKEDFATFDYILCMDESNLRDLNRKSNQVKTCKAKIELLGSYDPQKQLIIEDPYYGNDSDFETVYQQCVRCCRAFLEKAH
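Test system: LMPTP-A phosphatase enzyme. Amount: LMPTP-A at 0.625 nM final in the reaction. Reagent: OMFP substrate, 400 µM final. Times: 50 min at room temperature. Signal: endpoint fluorescence intensity from OMFP dephosphorylation. Read-out basis: % inhibition. Benchmarks: no-enzyme and uninhibited controls.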
CendR NRP1 mod = alters CendR peptide binding to human NRP-1; O14786; FAM-RPARPAR peptide binding to NRP-1, fluorescence polarization; inhibition, % at 25 µM; hit rate 0.85% among 360,000; AID 602438;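 active = inhibition or corrected inhibition above about 18%, plus a signal ratio from 0.5 to 1.5, limit read from the data, passing the limit was not always enough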; note: strong numbers were not always called active
Target sequence (O14786 whole entry, looked up): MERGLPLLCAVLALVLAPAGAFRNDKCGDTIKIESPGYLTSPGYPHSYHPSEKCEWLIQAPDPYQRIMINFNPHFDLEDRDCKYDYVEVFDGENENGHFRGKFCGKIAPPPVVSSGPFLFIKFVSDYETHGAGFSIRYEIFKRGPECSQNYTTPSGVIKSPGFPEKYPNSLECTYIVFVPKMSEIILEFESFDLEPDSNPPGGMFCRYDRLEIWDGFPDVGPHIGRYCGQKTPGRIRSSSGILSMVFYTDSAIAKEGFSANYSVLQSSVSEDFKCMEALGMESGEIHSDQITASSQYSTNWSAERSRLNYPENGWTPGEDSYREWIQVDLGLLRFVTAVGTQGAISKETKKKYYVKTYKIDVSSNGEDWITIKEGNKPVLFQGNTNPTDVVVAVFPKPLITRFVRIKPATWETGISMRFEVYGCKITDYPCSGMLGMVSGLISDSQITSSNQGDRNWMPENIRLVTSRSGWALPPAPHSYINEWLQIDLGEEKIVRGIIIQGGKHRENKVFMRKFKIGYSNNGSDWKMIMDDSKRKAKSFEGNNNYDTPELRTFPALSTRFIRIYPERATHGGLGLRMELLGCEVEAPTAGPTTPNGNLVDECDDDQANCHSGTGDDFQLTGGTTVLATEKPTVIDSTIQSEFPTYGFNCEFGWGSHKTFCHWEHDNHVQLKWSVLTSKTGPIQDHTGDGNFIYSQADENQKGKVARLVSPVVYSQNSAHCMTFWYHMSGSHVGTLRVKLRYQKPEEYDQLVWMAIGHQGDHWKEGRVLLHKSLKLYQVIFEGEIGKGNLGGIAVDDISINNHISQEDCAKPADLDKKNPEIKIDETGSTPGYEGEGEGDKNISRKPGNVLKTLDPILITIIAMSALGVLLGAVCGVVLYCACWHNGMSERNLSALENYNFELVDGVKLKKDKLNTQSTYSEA
DNMT1 block = blocks human DNA methyltransferase DNMT1 | P26358 | DNMT1 molecular beacon, Hinp1I cleavage, fluorescence | inhibition (reported as % activation of signal), % at 10 µM | hit rate 0.83% among 360,000 | AID 588458; in the data active = inhibition above about 50%
SKN-1 inh = blocks SKN-1 activity in C. elegans | C. elegans VP596 Pgst-4::GFP/RFP ratio, acrylamide-induced, 24 h | AID 624304 | hit rate 0.49% among 360,000 | inhibition, % at 21.8 µM;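 active = interference check ratio from 0.5 to 1.5 plus GFP to RFP signal ratio inhibition reaching or exceeding a fixed threshold, cut at about 30% in these data, passing the limit was not always enough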; note: some compounds called inactive have numbers as strong as hits
NadD inh = NadD (S. aureus) enzyme inhibition; purified NadD enzyme, colorimetric absorbance read-out; inhibition, % at 20 µM; hit rate 0.78% among 360,000; in the data active = inhibition above about 26%; note: some compounds past the cut are filed as inactive
Rpn11 block = Rpn11 (human) deubiquitinase inhibition; O00487; human 26S proteasome, Ub4-pepOG fluorescence polarization; 20S core pre-blocked with epoxomicin; calls only at 20 µM; hit rate 0.59% among 360,000;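 active = inhibition at 20 µM, scaled to each plate's controls, above about 33%, limit read from the data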
SUMO1 PPI mod = SUMO1-SIM interaction modulation | P63165 | SUMO1 binding to a labelled peptide, TR-FRET, 1 h | inhibition, % at 20 µM | hit rate 0.33% among 360,000; in the data active = inhibition above about 37%
STEP inh = blocks human striatal-enriched tyrosine phosphatase; P54829; AID 588621; recombinant STEP, OMFP fluorogenic substrate, fluorescence; hit rate 0.25% among 360,000; inhibition, % at 20 µM;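 active = inhibition at 20 µM, scaled per plate between control wells, above about 37%, limit read from the data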;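 note: 0% = DMSO with enzyme and substrate and 100% = substrate only without enzyme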
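medium = Bis-Tris buffer pH 6.0, 2.5 mM DTT, 0.005% Tween 20 | test system = STEP (striatal-enriched tyrosine phosphatase) enzyme, cell-free | measure = normalized % inhibition | compound dosing = 20 µM, 1% DMSO | also added = 25 µM OMFP | schedule = reaction 20 min, ambient temperature | measured by = fluorescence read at 480 nm ex / 540 nm em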
Scp1 inh = blocks human Scp-1 phosphatase activity. Q9GZU7. Recombinant Scp1, phosphopeptide, malachite green phosphate absorbance. inhibition, % at 20 µM. hit rate 0.88% among 340,000. AID 493091;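 active = inhibition above about 50% at 20 µM, limit read from the data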;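 note: plate controls were DMSO wells with enzyme for no effect and wells lacking enzyme for full effect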
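Test system: SCP-1 phosphatase catalytic domain, residues 76-261; measured by: colorimetric phosphate reagent with accelerator and stabiliser, absorbance at 630 nm; timing: enzyme reaction 45 min at room temperature, colour 5 min, stabilisation 30 min; also added: Phosphorylated 17-residue peptide substrate; compound dosing: one concentration, 20 µM, with 1.0% DMSO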
* marks the source's active call; other numbers are inactive results.

COc1ccc(CN2C[C@H](O)COC[C@@H]3O[C@H](CC(=O)NCc4ccncn4)CC[C@H]32)cc1 was read as MT1-MMP act inh 0, LMPTP inh -0.5, CendR NRP1 mod 14, SKN-1 inh 10 and SUMO1 PPI mod 1.
For O=C(O)c1cccc(S(=O)(=O)Nc2cccc3ccccc23)c1 the results were MT1-MMP act inh 0, LMPTP inh -0.8, CendR NRP1 mod -7, DNMT1 block 0, SKN-1 inh -2, NadD inh -9, Rpn11 block inactive, SUMO1 PPI mod -4, STEP inh 1 and Scp1 inh -1.
CCC(C)NC(=O)CNC(=S)N(CCCN1CCOCC1)Cc1cccs1 (configuration not stated) was read as MT1-MMP act inh -2, LMPTP inh -2.9, CendR NRP1 mod 7, DNMT1 block 3, SKN-1 inh -9, NadD inh 0, Rpn11 block inactive, SUMO1 PPI mod -1, STEP inh -3 and Scp1 inh 1.
Cc1cccc(Nc2cc(=O)n(C)c(=O)[nH]2)c1 was read as MT1-MMP act inh -3, LMPTP inh -3.1, CendR NRP1 mod -5, DNMT1 block -1, SKN-1 inh 5, NadD inh -3, Rpn11 block inactive, SUMO1 PPI mod 5, STEP inh -1 and Scp1 inh -2.
For CCOc1ccc(S(=O)(=O)N2CCCCC2)cc1NC(=O)Cc1ccsc1 the results were MT1-MMP act inh 2, LMPTP inh 1.3, CendR NRP1 mod -4, DNMT1 block 1, SKN-1 inh 10, NadD inh -4, Rpn11 block inactive, SUMO1 PPI mod 3, STEP inh -2 and Scp1 inh -6.
For COc1ccccc1CC(=O)N(CCC1=CCCCC1)c1c(N)n(Cc2ccccc2)c(=O)[nH]c1=O the results were MT1-MMP act inh -3, LMPTP inh -0.7, CendR NRP1 mod 0, DNMT1 block 0, SKN-1 inh 27, NadD inh 4, Rpn11 block inactive, SUMO1 PPI mod 8, STEP inh 3 and Scp1 inh -4.
`CCC(C)NC(=O)C1CCC(=O)N(c2cc(OC)c(OC)c(OC)c2)C1c1ccc(OC)cc1` (configuration not stated) gave MT1-MMP act inh 4, LMPTP inh -1.6, CendR NRP1 mod -2, DNMT1 block 0, SKN-1 inh 9, NadD inh 1, Rpn11 block inactive, SUMO1 PPI mod 5, STEP inh 2 and Scp1 inh -2.
For COc1ccc(C(CC(=O)N2CCCC2)c2c(O)cc(OC)cc2OC)cc1 (configuration not stated) the results were MT1-MMP act inh -2, LMPTP inh -1.6, CendR NRP1 mod 4, DNMT1 block 3, SKN-1 inh 12, NadD inh -6, Rpn11 block inactive, SUMO1 PPI mod 4, STEP inh 2 and Scp1 inh -6.
`Clc1ccccc1CSc1nnc(-c2ccncc2)o1` gave MT1-MMP act inh -4, LMPTP inh -1.0, CendR NRP1 mod -14, DNMT1 block 14, SKN-1 inh -21, NadD inh 8, Rpn11 block inactive, SUMO1 PPI mod -2, STEP inh -2 and Scp1 inh -25.
N#Cc1ccc(COn2nnc3ccccc32)cc1 was read as MT1-MMP act inh 0, LMPTP inh 1.0, CendR NRP1 mod -2, DNMT1 block 0, SKN-1 inh 11, NadD inh -3, Rpn11 block inactive, SUMO1 PPI mod 0, STEP inh 1 and Scp1 inh -3.
For Cc1ccc(Nc2nc3c([nH]2)c(=O)n(C)c(=O)n3C)cc1 the results were MT1-MMP act inh -8, LMPTP inh 0.7, CendR NRP1 mod -3, DNMT1 block -1, SKN-1 inh 12, NadD inh -5, Rpn11 block inactive, SUMO1 PPI mod 3, STEP inh 1 and Scp1 inh -9.
`O=C(O)c1cccc(NC(=O)c2cn(-c3ccccc3)nc2-c2ccc(F)cc2)c1` gave MT1-MMP act inh 5, LMPTP inh -1.2, CendR NRP1 mod 1, DNMT1 block -5, SKN-1 inh 1, NadD inh -4, Rpn11 block inactive, SUMO1 PPI mod 4, STEP inh 1 and Scp1 inh -12.
For COc1cc2ccccc2ccc1=NO the results were MT1-MMP act inh -7, LMPTP inh -0.8, CendR NRP1 mod -10, DNMT1 block 1, SKN-1 inh 14, NadD inh 2, Rpn11 block inactive, SUMO1 PPI mod -26, STEP inh 2 and Scp1 inh -2.
`Cc1nnc(NC(=O)C2CCCN(c3ncccn3)C2)s1` (configuration not stated) gave MT1-MMP act inh 7, LMPTP inh -0.4, CendR NRP1 mod -2, DNMT1 block 0, SKN-1 inh -2, NadD inh -2, Rpn11 block inactive, SUMO1 PPI mod 0, STEP inh 2 and Scp1 inh 6.
`O=C(COc1cccc2ccccc12)N1CCN(c2ccccc2)CC1` gave MT1-MMP act inh -2, LMPTP inh 2.7, CendR NRP1 mod -3, DNMT1 block -3, SKN-1 inh -10, NadD inh -5, Rpn11 block inactive, SUMO1 PPI mod -4, STEP inh 1 and Scp1 inh -7.
For Cc1cccc(OCC(=O)Nc2sc3c(c2C#N)CCC3)c1 the results were MT1-MMP act inh 1, LMPTP inh 1.0, CendR NRP1 mod 6, DNMT1 block 3, SKN-1 inh 7, NadD inh -4, Rpn11 block inactive, SUMO1 PPI mod 2, STEP inh 3 and Scp1 inh -8.
`CC(=O)c1ccc(NC(=O)CSc2nnc(Cn3c(=O)sc4ccccc43)n2C)cc1` gave MT1-MMP act inh -1, LMPTP inh -0.5, CendR NRP1 mod 5, DNMT1 block 0, SKN-1 inh 14, NadD inh 1, Rpn11 block inactive, SUMO1 PPI mod 3, STEP inh -2 and Scp1 inh -7.
`O=C(O)C1C2CCC(O2)C1C(=O)NCc1ccncc1` (configuration not stated) gave MT1-MMP act inh 2, LMPTP inh -3.9, CendR NRP1 mod 9, DNMT1 block 0, SKN-1 inh 0, NadD inh 0, Rpn11 block inactive, SUMO1 PPI mod -1, STEP inh -1 and Scp1 inh -5.
Screening Cc1c(Cl)cccc1NC(=O)C1Cc2ccccc2CN1C(=O)c1ccccc1 (configuration not stated) returned MT1-MMP act inh -1, LMPTP inh 0.1, CendR NRP1 mod 4, DNMT1 block 1, SKN-1 inh 7, NadD inh 6, Rpn11 block inactive, SUMO1 PPI mod -1, STEP inh -1 and Scp1 inh 0.
Screening CCS(=O)(=O)Nc1cccc(C2=NN(S(=O)(=O)c3ccc(C)cc3)C(c3cccs3)C2)c1 (configuration not stated) returned MT1-MMP act inh -2, LMPTP inh 1.0, CendR NRP1 mod -42, DNMT1 block -11, SKN-1 inh 5, NadD inh 1, Rpn11 block inactive, SUMO1 PPI mod 0, STEP inh 0 and Scp1 inh -3.
CC(N=C1NS(=O)(=O)c2ccccc21)C(=O)NCCCc1ccccc1 (configuration not stated) was read as MT1-MMP act inh 2, LMPTP inh -0.5, CendR NRP1 mod -14, DNMT1 block 1, SKN-1 inh 2, NadD inh -2, Rpn11 block inactive, SUMO1 PPI mod 0, STEP inh 2 and Scp1 inh -7.
O=C(NCc1ccc2c(c1)OCO2)NC1CCCCC1 was read as MT1-MMP act inh -5, LMPTP inh 0.9, CendR NRP1 mod 7, DNMT1 block 4, SKN-1 inh 6, NadD inh 1, Rpn11 block inactive, SUMO1 PPI mod 0, STEP inh 6 and Scp1 inh 1.
Screening c1coc(CNC2C3CC4CC(C3)CC2C4)c1 (configuration not stated) returned MT1-MMP act inh -2, LMPTP inh -2.5, CendR NRP1 mod -3, DNMT1 block 2, SKN-1 inh -8, NadD inh -2, Rpn11 block inactive, SUMO1 PPI mod -1, STEP inh -4 and Scp1 inh 3.
`COC(=O)CCCCC1SCC(NC(=O)c2ccccc2)C1=O` (configuration not stated) gave MT1-MMP act inh -1, LMPTP inh -0.5, CendR NRP1 mod 9, DNMT1 block 1, SKN-1 inh -2, NadD inh -6, Rpn11 block inactive, SUMO1 PPI mod 2, STEP inh -1 and Scp1 inh -4.
CCCn1cnc2cc(NCc3ccccn3)ccc21 was read as MT1-MMP act inh 3, LMPTP inh 0.5, CendR NRP1 mod 1, DNMT1 block -10, SKN-1 inh 2, NadD inh -5, Rpn11 block inactive, SUMO1 PPI mod -4, STEP inh 2 and Scp1 inh -7.
Screening CCN1CCN(c2sc(S(C)(=O)=O)nc2S(=O)(=O)c2ccc(C)cc2)CC1 returned MT1-MMP act inh -2, LMPTP inh -2.8, CendR NRP1 mod 8, DNMT1 block 3, SKN-1 inh 3, NadD inh -3, Rpn11 block inactive, SUMO1 PPI mod -1, STEP inh -2 and Scp1 inh -7.
Screening CC(C(=O)O)c1cccc(Oc2ccccc2)c1 (configuration not stated) returned MT1-MMP act inh -1, LMPTP inh -0.6, CendR NRP1 mod -4, DNMT1 block 2, SKN-1 inh -12, NadD inh 5, Rpn11 block inactive, SUMO1 PPI mod -4, STEP inh 1 and Scp1 inh 24.
Screening O=C(CSc1nnc2c(n1)[nH]c1ccc(S(=O)(=O)N3CCOCC3)cc12)Nc1ccc(F)c(F)c1 returned MT1-MMP act inh -3, LMPTP inh 1.1, CendR NRP1 mod 5, DNMT1 block -13, SKN-1 inh 8, NadD inh 2, Rpn11 block inactive, SUMO1 PPI mod 7, STEP inh 2 and Scp1 inh 4.
For COCCn1c(SCC(=O)Nc2ccc(S(N)(=O)=O)cc2)nc2ccccc21 the results were MT1-MMP act inh 6, LMPTP inh -2.2, CendR NRP1 mod 1, DNMT1 block -1, SKN-1 inh 0, NadD inh -5, Rpn11 block inactive, SUMO1 PPI mod -1, STEP inh -12 and Scp1 inh 46.

Four entries from above, ordered by SMILES length, largest number first:
Screening O=C(CSc1nnc2c(n1)[nH]c1ccc(S(=O)(=O)N3CCOCC3)cc12)Nc1ccc(F)c(F)c1 returned MT1-MMP act inh -3, LMPTP inh 1.1, CendR NRP1 mod 5, DNMT1 block -13, SKN-1 inh 8, NadD inh 2, Rpn11 block inactive, SUMO1 PPI mod 7, STEP inh 2 and Scp1 inh 4.
For COCCn1c(SCC(=O)Nc2ccc(S(N)(=O)=O)cc2)nc2ccccc21 the results were MT1-MMP act inh 6, LMPTP inh -2.2, CendR NRP1 mod 1, DNMT1 block -1, SKN-1 inh 0, NadD inh -5, Rpn11 block inactive, SUMO1 PPI mod -1, STEP inh -12 and Scp1 inh 46.
CC(N=C1NS(=O)(=O)c2ccccc21)C(=O)NCCCc1ccccc1 (configuration not stated) was read as MT1-MMP act inh 2, LMPTP inh -0.5, CendR NRP1 mod -14, DNMT1 block 1, SKN-1 inh 2, NadD inh -2, Rpn11 block inactive, SUMO1 PPI mod 0, STEP inh 2 and Scp1 inh -7.
Screening c1coc(CNC2C3CC4CC(C3)CC2C4)c1 (configuration not stated) returned MT1-MMP act inh -2, LMPTP inh -2.5, CendR NRP1 mod -3, DNMT1 block 2, SKN-1 inh -8, NadD inh -2, Rpn11 block inactive, SUMO1 PPI mod -1, STEP inh -4 and Scp1 inh 3.

Compounds were not picked by outcome; about 3.9% have a hit in one of these screens.
